NOD2 inhibition = inhibition of NOD2-driven NF-kB reporter – cell-based, luminescence, uHTS, HEK293 (AID 1566); HEK293 NOD2/NF-kB luciferase reporter, luminescence; higher % means a stronger effect; 290,000 tested, 0.63% active; one-dose inhibition, % at 4 µM; EC50 in µM for titrated hits; note: many of its hits are not listed in these tables
M17LAP inhibition = P. falciparum M17LAP inhibitors, primary screen, biochemical, fluorogenic H-Leu-NHMec substrate, 1536-well (AID 1619) | recombinant M17LAP, H-Leu-NHMec fluorogenic kinetic assay; higher % means a stronger effect | one-dose inhibition, % at 30 µM; IC50 in µM for titrated hits | 220,000 tested, 0.38% active;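 active = compound inhibiting the enzyme by more than half at any dose during confirmatory dose-response retesting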;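 note: plate controls were full reaction with DMSO carrier for no effect and no enzyme background for full effect; strong numbers were not always called active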
NOD1 inhibition = NOD1 signaling inhibitors, primary screen, cell-based, luminescence, uHTS (AID 1578); one-dose inhibition, % at 4 µM; EC50 in µM for titrated hits; NOD1-driven NF-kB luciferase reporter cells, luminescence; higher % means a stronger effect; 290,000 tested, 1% active; in the data active = inhibition mostly above about 36%, no sharp cut-off; inactive = mostly below about 34%;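 note: HEK-293T reporter cells stimulated with the NOD1 agonist gamma-tri-DAP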
AID2073 = inhibitors of Mint1-CaV2.2 protein interaction, biochemical, HTRF (AID 2073) | HTRF protein-protein interaction, Mint1-CaV2.2; higher % means a stronger effect | inhibition, % at 20 µM; hits with a dose series show IC50 in µM | 290,000 tested, 0.19% active; in the data active = inhibition mostly above about 51%, no sharp cut-off; note: some results filed as inactive read as strong as hits
KOR beta-arrestin-1 = kappa opioid receptor activators – cell-based, luminescence, uHTS, primary screen (AID 1777). KOR beta-arrestin recruitment, luminescence; higher % means a stronger effect. activation, % at 10 µM; hits with a dose series show EC50 in µM. 280,000 tested, 0.02% active; in the data active = activation above about 50%, passing the limit was not always enough; note: a part of the inactive calls stands beside numbers as strong as those of hits
Dynein cargo inh = dynein cargo transport inhibition; z-score, hits read low; 3617.4 mouse cells, GR-EGFP nuclear translocation imaging; test concentration mostly 20 µM; stimulated with dexamethasone, 1 µM; hits give low values; AID 1381; 220,000 tested, 0.47% active;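 active = plate z-score of nuclear minus cytoplasmic receptor signal below a set negative limit, without overly bright fluorescence or cell loss, cut at about -3.5 in these data, passing the limit was not always enough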;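 note: z-score of nuclear minus cytoplasmic ring GR-EGFP intensity difference per well; some compounds called inactive have numbers as strong as hits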
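Also added: dexamethasone, 1.0 µM final. Medium: tet-free, stripped-serum medium. Detection: fixed, Hoechst-stained cells imaged at 10x for EGFP. Read-out: nuclear-to-cytoplasmic GR-EGFP distribution per well. Times: induction 48 h, compound 1 h, agonist 30 min.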
GPR55 activation = selective activators of receptor GPR55 – imaging, U2OS cells, beta-arrestin-GFP redistribution, primary screen (AID 1961). U2OS GPR55 beta-arrestin-GFP redistribution imaging; higher % means a stronger effect. one-dose activation, % at 10 µM; EC50 in µM for titrated hits. 290,000 tested, 0.048% active;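 active = activation above 40% with more than 50 cells counted in the well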;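 note: U2OS osteosarcoma cells stably expressing GPR55 and beta-arrestin-GFP; plate controls were DMSO negative control for no effect and LPI positive control for full effect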
KOR beta-arrestin-2 = kappa opioid receptor blockers – cell-based, luminescence, uHTS (AID 1778); one-dose inhibition, % at 10 µM; IC50 in µM for titrated hits; KOR beta-arrestin recruitment, luminescence, antagonist mode; higher % means a stronger effect; 290,000 tested, 0.091% active; note: strong numbers were not always called active
M1AAP inhibition = P. falciparum M1AAP inhibitors, biochemical, fluorogenic H-Leu-NHMec substrate, 1536-well (AID 1445) | inhibition, % at 30 µM, or IC50 in µM where a hit was titrated | 220,000 tested, 0.42% active | recombinant M1AAP, H-Leu-NHMec fluorogenic kinetic assay; higher % means a stronger effect;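 active = primary inhibition above the hit cutoff, then over 50% inhibition at one or more dose response concentrations, cut at about 23% in these data, passing the limit was not always enough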;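 note: plate controls were DMSO full reaction for no effect and no enzyme background for full effect; strong numbers were not always called active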
Dynein cargo inh cytoplasmic EGFP = further read-out of Dynein cargo inh, marked with its call; z-score; measured here: cytoplasmic GR-EGFP intensity; hits give high values
Dynein cargo inh nuclear GR-EGFP = recorded beside Dynein cargo inh, whose call it bears; z-score; measured here: nuclear GR-EGFP intensity;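 lower value marks the stronger effect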
Dynein cargo inh cell count = second read-out of Dynein cargo inh, no call of its own (marks repeat the call); z-score; measured here: cell count per field
* hit, by the source's call; . = not tested or not shown; [ ] = another dose, or the depositor's remark. Cut-off read from the data, not from the text of the source, unless noted: active = inhibition above about 50%; inactive = the rest. The list is partial; count on the stated rates, not on these rows.

SMILES | NOD2 inhibition | M17LAP inhibition | NOD1 inhibition | AID2073 | KOR beta-arrestin-1 | Dynein cargo inh | Dynein cargo inh cytoplasmic EGFP | Dynein cargo inh nuclear GR-EGFP | Dynein cargo inh cell count | GPR55 activation | KOR beta-arrestin-2 | M1AAP inhibition
COc1ccc2cc(CN(Cc3ccco3)C(c3nnnn3C3CCCCC3)C(C)C)c(=O)[nH]c2c1 (stereo not drawn) | -26% | -4% | -2% | 9% | 0.9% | -0.33 | -0.17 | 0.12 | -0.84 | 0.1% | 28% | 13%
COc1ccc(OC)c(S(=O)(=O)Nc2ccc3c(c2)n(C)c(=O)n3C)c1 | 26% | . | -7% | -5% | -0.4% | . | . | . | . | 0.0% | -38% | .
Cc1ncoc1C(=O)N1CCCC(C(=O)c2ccc(-c3ccccc3)cc2)C1 (stereo not drawn) | -7% | . | -20% | 3% | . | -0.21 | -0.36 | 0.1 | 0.41 | -0.1% | 9%[20 µM] | .
N#Cc1ccc(CSc2nc(N)cc(=O)[nH]2)cc1 | 6% | . | -25% | 9% | -5.4% | . | . | . | . | 0.2% | -40%[20 µM] | .
O=C(Nc1ccc(S(=O)(=O)NCc2ccco2)cc1)c1ccncc1 | 14% | 0% | 11% | -7% | -1.8% | -0.39 | -0.25 | 0.36 | 0.63 | -0.1% | 21% | 7%
Cc1ccc(O)c(NC(=O)c2noc(C(C)C)c2[N+](=O)[O-])c1 | -32% | -1% | -41% | 4% | 2.1% | -1 | -0.12 | -0.43 | 0.51 | -0.3% | -28% | 8%
Cc1ccc(NC(=O)CN2CCc3ccccc3C2)cc1 | -3% | 24% | -21% | -8% | -8.3% | -0.094 | 0.12 | 0.049 | 0.00066 | 0.2% | 6% | 1%
CN1C(=O)CC(N2CCN(CCN=CC3=C(O)CC(C)(C)CC3=O)CC2)C1=O (stereo not drawn) | -2% | -4% | -19% | -3% | -6.3% | -0.56 | -0.18 | -0.031 | 0.41 | -0.1% | -21% | 3%
CCOC(=O)C1CCCCN1Cc1ccc(F)c(Br)c1 (stereo not drawn) | -23% | 7% | -9% | -7% | -3.8% | -0.3 | -0.21 | 0.21 | 0.038 | -0.1% | -9% | -1%
Cc1ccc(NC(=O)c2ccc(NC(=O)C3CCCCC3C(=O)O)cc2)cc1 (stereo not drawn) | 12% | . | -29% | 2% | -0.3% | . | . | . | . | 0.2% | 7% | .
C=CCNC(=S)NNC(=O)c1ccco1 | 3% | 13% | -24% | -13% | . | -0.0066 | -0.18 | -0.57 | 0.49 | 0.1% | -8%[20 µM] | -2%
Cc1ccc(NC(=O)c2cc(C)n(-c3cccc(C)c3)c2C)cc1 | -26% | 22% | -8% | 1% | 2.2% | -0.21 | -0.21 | -0.19 | -0.32 | 0.9% | 21% | 2%
CCN(C(=O)Cn1c(=O)oc2ccccc21)C1CCS(=O)(=O)C1 (stereo not drawn) | 9% | -5% | -10% | 39% | 11% | -0.77 | -0.28 | -0.56 | 2.1 | -0.1% | -9% | 3%
COc1ccc(N2CCN(C(=O)c3ccc(-n4nc(C)cc4C)cc3)CC2)cc1 | 5% | 6% | -13% | -8% | 5.7% | 0.82 | -0.26 | 0.69 | 1.8 | -0.1% | 0% | 1%
O=C(O)c1cccc(-n2nnnc2SCc2ccccc2Cl)c1 | -23% | -10% | -41% | -1% | -1.2% | -0.51 | -0.21 | -0.16 | 0.49 | 0.2% | -4% | 1%
COc1ccc(C(=O)NCCc2c[nH]c3ccccc23)cc1[N+](=O)[O-] | 14% | . | -9% | 0% | -1.3% | . | . | . | . | 0.3% | 9% | .
C/C(CC(=O)NCc1ccccc1Cl)=N/NC(=O)c1ccccn1 | -12% | . | 6% | 8% | -1.8% | . | . | . | . | 0.0% | 5% | .
Cc1nc(SCC(=O)O)c2oc3ccccc3c2n1 | 13% | 1% | 3% | -3% | 2.5% | -0.98 | -0.2 | -0.4 | 1.2 | -0.1% | 1% | 3%
O=C(Nc1cccc(S(=O)(=O)N2CCOCC2)c1)c1ccc2ccccc2n1 | -2% | . | 7% | 4% | -2.7% | 0.43 | -0.67 | 0.048 | -1.1 | 0.0% | -16% | .
O=C(c1ccc(N2CCC3(CC2)OCCO3)c([N+](=O)[O-])c1)N1CCOCC1 | 7% | -12% | -11% | -11% | 4.1% | -0.95 | -0.25 | -0.19 | 0.41 | -0.2% | 1% | 1%
Cn1ncc2c(Nc3ccccc3Cl)nc(Cl)nc21 | 32% | 2% | 6% | 20% | -4.7% | -0.12 | -0.28 | -0.11 | 0.22 | 0.3% | 14% | -1%
CC(C)(C)NC(=O)C(c1c[nH]c2ccccc12)N(C(=O)Cn1nnc(-c2ccc(F)cc2)n1)c1cccc(O)c1 (stereo not drawn) | 0% | 2% | -14% | 9% | 0.2% | -0.077 | -0.23 | -0.29 | 0.26 | -0.1% | -10% | 9%
Cc1cccc(NC(=S)NC(=O)/C=C/c2ccco2)c1 | -52% | 23% | -28% | 44% | -4.9% | -0.16 | 0.4 | -0.54 | 0.57 | -0.1% | -140%[20 µM] | 11%
Cc1ccc(NC(=O)CCc2nnc3ccc(NCc4ccco4)nn23)cc1F | 4% | . | -2% | 19% | -3.0% | . | . | . | . | -0.2% | 13% | .
Cn1cc(C(=O)N/N=C/c2ccc3c(c2)OCO3)c2ccccc21 | -45% | -3% | 3% | -12% | -1.2% | 0.76 | -0.25 | 0.34 | 0.19 | -0.2% | 1% | 2%

As entered above.
Cc1ccc(O)c(NC(=O)c2noc(C(C)C)c2[N+](=O)[O-])c1 in NOD2 inhibition → -32%
CCN(C(=O)Cn1c(=O)oc2ccccc21)C1CCS(=O)(=O)C1 (stereo not drawn) in AID2073 → 39%

Next part.
SMILES | NOD2 inhibition | M17LAP inhibition | NOD1 inhibition | AID2073 | KOR beta-arrestin-1 | Dynein cargo inh | Dynein cargo inh cytoplasmic EGFP | Dynein cargo inh nuclear GR-EGFP | Dynein cargo inh cell count | GPR55 activation | KOR beta-arrestin-2 | M1AAP inhibition
C=CCNC(=O)c1onc(CSc2ccccc2C)c1C(=O)O | 5% | 20% | 6% | 2% | 0.8% | -0.16 | -0.22 | -0.74 | 0.46 | 0.2% | -42% | 0%
COc1ccc(C/C(N)=N/OC(C)=O)cc1OC | -2% | -2% | -2% | -3% | -0.1% | -0.0015 | -0.22 | 0.098 | 1.4 | 0.1% | . | 9%
O=C(NCc1ccc2c(c1)OCO2)C(=O)NCC1CCCO1 (stereo not drawn) | 1% | 3% | -17% | -3% | -0.6% | -0.91 | -0.28 | -0.42 | 0.71 | 0.0% | -2% | 2%
COc1ccc(OCC(=O)Nc2cccc(-c3nc4ccccc4o3)c2)cc1 | -35% | -13% | 37% | 9% | 24% | 0.43 | -0.21 | 0.4 | -0.57 | -0.1% | -134% | -11%
COC(=O)c1cc(Br)c(=O)n(-c2ccccn2)c1 | 2% | -7% | -12% | 5% | -6.0% | -0.47 | -0.33 | -0.37 | 0.99 | 1.5% | -8% | 3%
O=C(CCC(=O)N1CCOc2ccccc21)NCCCN1CCN(Cc2ccccc2)CC1 | 6% | . | -7% | -4% | 1.8% | . | . | . | . | -0.1% | 10%[20 µM] | .
O=C(COc1ccc(/C=N/NC(=O)c2ccc(O)cc2)cc1)Nc1ccc([N+](=O)[O-])cc1 | -8% | -6% | -5% | 9.7µM* | -2.3% | 1.6 | -0.12 | 0.69 | -0.71 | 0.7% | 18% | -5%
Cc1ccn2cc(C34CC5CC(CC(C5)C3)C4)nc2c1 | -35% | -8% | -45% | 4% | -3.2% | -1.1 | -0.26 | -0.43 | 0.39 | -0.1% | 40% | 4%
Cc1ccc(C(=O)N/C(=C/c2cccs2)C(=O)NCCc2c[nH]c3ccccc23)cc1 | -12% | -13% | -20% | 3% | 0.3% | -0.26 | -0.24 | -0.084 | -0.01 | -0.3% | 10% | 4%
CC1=C/C(=C/N(C)C)C(=O)O1 | 7% | 24% | -25% | 12% | 0.6% | -1.1 | -0.17 | -1.2 | 0.14 | -0.3% | 14% | 3%
CCOC(=O)c1c(C)oc2c(CC(=O)c3ccccc3)c(Cl)c(O)c(O)c12 | 10% | 4% | 27% | -18% | -2.6% | -0.12 | -0.3 | -0.49 | 0.36 | -0.3% | 10% | 12%
CCN1CCN(C(=O)c2cc3c(-c4ccc(Cl)cc4)nn(C)c3s2)CC1 | 6% | -5% | -26% | 16% | 2.3% | -0.21 | -0.24 | 0.0069 | 0.7 | -0.1% | -1% | 10%
CC(O)CNc1nc2c(c(=O)n(Cc3ccc(Br)cc3)c(=O)n2C)n1C (stereo not drawn) | -2% | . | -37% | 5% | 4.4% | . | . | . | . | -0.2% | -10%[20 µM] | .
O=C(OCCN1CCCC1=O)c1cncc(Br)c1 | 16% | -9% | 13% | 0% | -0.8% | 1.7 | -0.1 | 1.1 | -0.49 | -0.1% | 13% | 1%
CCc1cccc(NC(=O)CCSCCC(=O)Nc2cccc(CC)c2)c1 | 10% | 11% | 6% | -1% | -2.2% | -0.19 | -0.21 | 0.2 | 0.16 | 0.0% | 15% | 7%
CN=C(Nc1cc(C)nn1-c1ccccc1)c1ccccc1 | 5% | -6% | -12% | 13% | -5.7% | -0.19 | -0.27 | 0.18 | 1.8 | -0.2% | 0% | 8%
COc1cccc(/C=C/C(=O)OCC(=O)Nc2ccc(Cl)c(S(=O)(=O)N(C)C)c2)c1OC | -3% | 2% | -7% | 13% | -4.5% | 0.12 | -0.12 | 0.29 | -1.2 | 0.1% | 7% | 1%
O=C(C1=C(O)C(=O)N(Cc2ccco2)C1c1ccccc1)c1cccs1 (stereo not drawn) | 23% | 48% | 16% | 20% | 1.0% | 0.36 | -0.21 | 0.037 | 0.33 | -0.1% | -9% | 18%
O=C(Nc1ccc(F)cc1)c1cn(-c2ccccc2)nc1-c1ccncc1 | 7% | 3% | 14% | 5% | 5.5% | . | . | . | . | -0.3% | 10% | -2%
CN(CC(=O)Nc1ccc(F)cc1)C(=O)CSc1nncs1 | -5% | . | -27% | 5% | -2.1% | . | . | . | . | -0.1% | 25% | .

Structures listed so far shown as hits in AID2073:
SMILES | NOD2 inhibition | M17LAP inhibition | NOD1 inhibition | AID2073 | KOR beta-arrestin-1 | Dynein cargo inh | Dynein cargo inh cytoplasmic EGFP | Dynein cargo inh nuclear GR-EGFP | Dynein cargo inh cell count | GPR55 activation | KOR beta-arrestin-2 | M1AAP inhibition
O=C(COc1ccc(/C=N/NC(=O)c2ccc(O)cc2)cc1)Nc1ccc([N+](=O)[O-])cc1 | -8% | -6% | -5% | 9.7µM* | -2.3% | 1.6 | -0.12 | 0.69 | -0.71 | 0.7% | 18% | -5%

Source: PubChem
